Large T inhibition: SV40 large T antigen inhibitors, biochemical (AID 1903); SV40 large T antigen ATPase/helicase inhibition assay; higher % means a stronger effect; one-dose inhibition, % at 20 µM; IC50 in µM for titrated hits; 310,000 tested, 0.39% active; in the data active means a potency from the dose series; inconclusive means inhibition mostly from about 32% at the one dose, without a potency; inactive means the rest, 99 in 100 with inhibition below about 32%; further: strong numbers were not always called active
XIAP displacement: XIAP antagonists, biochemical, IAP family, fluorescence polarization (AID 1018); one-dose displacement, % at 20 µM; IC50 in µM for titrated hits; E3 ubiquitin-protein ligase XIAP (Homo sapiens); 200,000 tested, 0.007% active; XIAP BIR domain, fluorescence polarization peptide displacement; higher % means a stronger effect; in the data active means displacement above about 50%; further: a part of the inactive calls stands beside numbers as strong as those of hits
HIV fusion peptide: inhibitors of HIV fusion peptide binding, primary screen, biochemical, uHTS, fluorescence dequenching (AID 1986). cell-free peptide binding, fluorescence dequenching, 30 min; higher % means a stronger effect. inhibition, % at 20 µM, or IC50 in µM where a hit was titrated. 290,000 tested, 0.3% active; in the data active means inhibition mostly above about 52%, no sharp cut-off; inactive means mostly below about 76%; further: some results filed as inactive read as strong as hits
NS5 inhibitors: Dengue-2 NS5 methyltransferase inhibitors, primary screen, biochemical, confirmation dose response (AID 588689); Genome polyprotein (Dengue virus type 2 (strain 16681-PDK53)); inhibition, % at 25 µM; hits with a dose series show IC50 in µM; Dengue-2 NS5 methyltransferase capping enzyme assay, biochemical; higher % means a stronger effect; 340,000 tested, 0.3% active; in the data active means a potency from the dose series; inconclusive means inhibition above about 29% without an active follow-up result
AID2073: inhibitors of Mint1-CaV2.2 protein interaction, biochemical, HTRF (AID 2073); Voltage-dependent N-type calcium channel subunit alpha-1B (Homo sapiens); HTRF protein-protein interaction, Mint1-CaV2.2; higher % means a stronger effect; inhibition, % at 20 µM, or IC50 in µM where a hit was titrated; 290,000 tested, 0.19% active; in the data active means inhibition mostly above about 51%, no sharp cut-off; inconclusive means no clear call, values can overlap the other calls; inactive means mostly below about 53%; further: some results filed as inactive read as strong as hits
RSV antiviral HEp-2: RSV antiviral activity via CPE protection, HEp-2 cells, primary 10 µM value included (AID 2391). HEp-2 cells, RSV-induced CPE inhibition; higher % means a stronger effect. CPE inhibition, % at 10 µM, or IC50 in µM where a hit was titrated. 310,000 tested, 0.13% active; in the data active means a potency from the dose series; inconclusive means CPE inhibition mostly from about 23% at the one dose, without a potency; inactive means the rest, 99 in 100 with CPE inhibition below about 21%; further: strong numbers were not always called active
MgcRacGAP inhibition: MgcRacGAP GTPase-activating activity inhibitors, confirmation, biochemical, ADP Hunter fluorescence | Rac GTPase-activating protein 1 (Homo sapiens) | MgcRacGAP-stimulated Rac1 GTP hydrolysis, ADP Hunter fluorescence; higher % means a stronger effect; GST-tagged Rac1 F28L mutant substrate | inhibition, % at 30 µM; hits with a dose series show IC50 in µM | 340,000 tested, 0.6% active | AID 624330, 2012;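 active means first-screen hits whose inhibition reached a set limit at any dose in the follow-up dose series; inconclusive means inhibition above the set first-screen limit but never retested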;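 further: fluorescence reports GDP produced by GAP-driven GTP hydrolysis; strong numbers were not always called active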
SIAH1 antagonists: Siah-1 peptide-binding antagonists, primary screen, biochemical, fluorescence polarization, rhodamine-plectin, uHTS (AID 1817). 290,000 tested, 0.02% active. Siah-1 / rhodamine-plectin peptide fluorescence polarization; higher % means a stronger effect. E3 ubiquitin-protein ligase SIAH1 (Homo sapiens). one-dose displacement, % at 20 µM; IC50 in µM for titrated hits;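 active means displacement of at least 50% at 20 µM, with a fluorescence ratio check between 0.3 and a set limit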;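 further: plate controls were Siah plus tracer with DMSO for no effect and tracer alone without Siah for full effect; strong numbers were not always called active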
LYP phosphatase: inhibitors of LYP phosphatase, biochemical, fluorescence intensity, uHTS (AID 1779) | 290,000 tested, 0.054% active | recombinant LYP phosphatase, fluorescence intensity; higher % means a stronger effect | Tyrosine-protein phosphatase non-receptor type 22 (Homo sapiens) | inhibition, % at 11.5 µM; hits with a dose series show IC50 in µM; in the data active means inhibition above about 50%;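 further: plate controls were vehicle with enzyme for no effect and no enzyme for full effect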
NS5 inhibitors pilot replicate: second read-out of NS5 inhibitors, no call of its own (marks repeat the call); inhibition, %; measured here: pilot screen replicate inhibition
* = called active by the depositor; ? = inconclusive; . = no result given; & = joins results of further samples. Outcome played no part in choosing rows; 1.7% or so of the library scored in one or more.

SMILES | Large T inhibition | XIAP displacement | HIV fusion peptide | NS5 inhibitors | AID2073 | RSV antiviral HEp-2 | MgcRacGAP inhibition | SIAH1 antagonists | LYP phosphatase | others
Cc1ccccc1OC1C(=O)N(Cc2ccc3c(c2)OCO3)C1c1sccc1C (configuration not stated) | 14% | -4.4% | -1.7% | -3% | 0% | 2.2% | 3% | 0% | 7%
COc1ccc(/C=C2\CN(Cc3ccccc3)C/C(=C\c3ccc(OC)c(O)c3)C2=O)cc1O | 3% | . | 6.7% | 3% | 27% | -1.8% | 8% | 2% | -6%
Cc1ccc(NC(=O)/C=C\C(=O)O)c([N+](=O)[O-])c1 | 7% | -0.5% | 1.7% | -1% | ? | 0.3% | 5% | 15% | 2%
O=C(NN1C(=O)CSC1=S)C(=O)NN1C(=O)CSC1=S | 31% | -4.7% | 23% | 2% | -11% | 1.3% | 8% | -8% | -1%
N#Cc1ccc(C23CC4(C2)[C@H](CN(Cc2ccc(C(F)(F)F)cc2)[C@@H]4c2ccccc2)C3c2ccccc2)cc1 (some centres not stated) | 2% | . | 2.7% | -11% | 2% | -2.9% | 3% | 2% | -4%
C/C(=N\NC(=O)c1cc(-c2ccccn2)nc2ccccc12)c1cccc([N+](=O)[O-])c1 | 9% | -1.1% | -2.5% | -1% | 15% | -0.6% | -1% | -8% | 1%
c1ccc(-c2noc(CCC3CCCC3)n2)cc1 | 4% | -3.5% | -1.4% | -1% | -5% | 1.8% | 4% | 1% | -5%
Cc1cc(C)nc(NC2=NCC(=O)N2c2cc(Cl)cc(Cl)c2)n1 | 74% | -9.6% | 2.1% | 2% | 10% | -0.1% | 5% | 6% | -6%
COc1ccc(/C=C2\SC(=S)N(CC(=O)NC3C=CS(=O)(=O)C3)C2=O)cc1 (configuration not stated) | 0% | . | 0.1% | 1% | -6% | 0.7% | 3% | -6% | -9%
COC(=O)c1ccc(/C=N/OCC(=O)NCCc2ccc(OC)c(OC)c2)cc1 | 2% | -2.1% | -0.7% | 0% | -10% | 3.0% | 8% | 5% | -2%
Cc1cc(C)cc(NC(=O)COc2coc(CN3CCc4ccccc4C3)cc2=O)c1 | 9% | . | . | 6% | . | 9.8% | 5% | . | .
CC(=O)Nc1cccc(NC(=O)COC(=O)CO/N=C(\C)c2ccc3c(c2)OCO3)c1 | 3% | . | 1.3% | -14% | 2% | 1.7% | 4% | -4% | -6%
CCS(=O)(=O)CCn1c([N+](=O)[O-])cnc1C | 22%&26% | -2.1% | 1.0% | -7% | 6% | 0.9% | 2% | 12% | -1%
CCOC(=O)c1cc(C#N)c(Oc2ccccc2OC)nc1-c1ccccc1 | 19% | -0.6% | -0.5% | -3% | 0% | 6.0% | 10% | 6% | 6%
CC(=O)Nc1ccc(C(=O)CN2CCN(c3ccccc3)CC2)cc1 | 9% | . | 2.3% | 3% | 37% | 0.3% | 9% | 1% | -5%

Reprinted from the part before: two entries; new compounds follow.
SMILES | Large T inhibition | XIAP displacement | HIV fusion peptide | NS5 inhibitors | AID2073 | RSV antiviral HEp-2 | MgcRacGAP inhibition | SIAH1 antagonists | LYP phosphatase | others
CCOC(=O)c1cc(C#N)c(Oc2ccccc2OC)nc1-c1ccccc1 | 19% | -0.6% | -0.5% | -3% | 0% | 6.0% | 10% | 6% | 6%
CC(=O)Nc1ccc(C(=O)CN2CCN(c3ccccc3)CC2)cc1 | 9% | . | 2.3% | 3% | 37% | 0.3% | 9% | 1% | -5%
O=C1NCCc2c1[nH]c1ccccc21 | 14% | -5.4% | 0.4%&0.9% | -11% | 13%&7% | 0.6% | 6% | 0%&1% | 0%&-5%
COC(=O)c1c(C)[nH]c(C(=O)OCC(=O)N2c3ccccc3NC(=O)C2(C)C)c1C | 3% | -5.7% | -1.5% | -1% | -8% | 1.9% | 17% | 3% | -8%
COc1ccc(-c2[nH]ncc2-c2csc(C)n2)c(O)c1 | 8% | -6.7% | -1.2% | -5% | -6% | 0.8% | 13% | 0% | 0%
O=C(NCc1ccco1)c1cccn2c(=O)c3cc4ccccc4cc3nc12 | 30% | 14% | 0.9% | . | 54%* | . | . | 28% | -3%
COc1cccc2cc(C(=O)N3C(C)CCCC3C)c(=O)oc12 (configuration not stated) | 6% | -5.0% | 0.3% | 1% | 11% | 4.5% | 12% | 11% | -2%
COC(=O)CN(C)C(=O)c1ccc2nc(Cc3cccc(Cl)c3)oc2c1 | 1% | . | -1.6% | -11% | 7% | 1.3% | 10% | 0% | -3%
COc1ccnc(Nc2ccc(C)c(C)c2)c1C#N | 14% | -15% | -0.8% | -1% | -1% | -1.3% | -1% | 16% | 4%
Cc1cc(Nc2ccccc2C(=O)O)n(-c2cccc(Cl)c2)n1 | 10% | . | 3.2% | 2% | 16% | 45% | 2% | 1% | -7%
CCc1ccccc1NC(=O)CNC(=O)c1cccc(S(=O)(=O)N2CCN(Cc3ccccc3)CC2)c1 | 22% | . | . | 1% | . | ? | 9% | . | .
C#CCNC(=O)C1=C[C@H](c2ccc(Br)cc2)C[C@H](OCc2ccc(CO)cc2)O1 | 10% | -3.1% | 2.8% | -7% | 14% | 5.6% | 9% | 1% | 1%
Cc1ccc(S(=O)(=O)N(C)c2nonc2C)cc1 | 2% | 0.8% | -2.7% | 0% | -3% | 1.9% | 4% | -1% | -4% | NS5 inhibitors pilot replicate=0.3
CSc1ccccc1NC(=O)COc1ccc(Cl)cc1 | 18% | -4.5% | -2.3% | -2% | -6% | 9.6% | 7% | 23% | 14%
Cc1c(OCc2nn[nH]n2)ccc2c(-c3ccccc3)cc(=O)oc12 | 4% | -3.1% | 4.7% | 2% | 1% | 0.2% | 6% | 1% | 10%
Cc1ccc(C)c(OCC(=O)NCCNC(=O)COc2cc(C)ccc2C)c1 | 3% | 6.2% | 2.3% | 2% | -6% | 1.2% | 1% | -2% | -3%
COc1ccc(NC(=O)C2CCCN2C(=O)Nc2ccccc2)cc1OC (configuration not stated) | 8% | -3.9% | 1.1% | -4% | 12% | 2.8% | 13% | 0% | 0%
NC(=O)C1CCN(C(=O)CN2C(=O)c3ccccc3S2(=O)=O)CC1 | 11% | 1.3% | -1.4% | -1% | 1% | -0.2% | 12% | 2% | -8%
COc1ccccc1N1CCN(C(=O)CN2C(=O)c3ccccc3C2=O)CC1 | 19% | -1.9% | -1.5% | . | -4% | 4.0% | 0% | -3% | -1%
COc1cc(OC)cc(-c2nnc(Nc3nc4c(F)cccc4s3)o2)c1 | -1% | -11% | -1.1% | 0% | 57%* | -2.5% | 6% | -2% | 19%
Cc1ccc(N(CC(=O)NCc2ccncc2)S(C)(=O)=O)cc1 | 5% | -5.6% | 0.3% | . | -5% | 0.9% | 5% | -2% | -8%
CCc1cc(C(=O)c2ccc(OC)cc2)c(NC(=O)CCC(=O)O)s1 | 5% | . | -0.4% | . | 4% | 1.1% | . | 7% | 0%
O=C(OCC(=O)N1CCCC1)c1cc(Cl)ccc1Cl | 4% | . | 0.0% | -1% | 7% | -0.2% | -5% | -6% | -6%
CC1CCc2[nH]c3ccc(C(=O)Nc4ccc(C(=O)N(C)C)cc4)cc3c2C1 (configuration not stated) | 0% | . | 0.2% | -1% | 14% | 2.6% | 6% | -2% | -4%
CCCCC(O)(c1ccc(OC)cc1)C(CN1CCOCC1)c1ccccc1 (configuration not stated) | 2% | . | -0.3% | -3% | 2% | 0.9% | 0% | 9% | -6%
COc1ccc(CNC(=O)c2cncc(Br)c2)cc1 | 2% | . | 1.0% | 6% | 5% | 2.9% | 8% | -1% | -4%
CC(C)(C)OC(=O)N/N=C/c1ccc(C(=O)O)cc1 | 1% | -0.7% | -1.2% | -10% | -3% | 1.7% | 7% | 2% | 2%
COc1cccc(OC)c1C(=O)Nc1cccc(NC(=O)c2cccs2)c1 | 11% | . | 1.0% | . | -5% | 1.9% | 8% | 14% | -3%
CCN(CC)S(=O)(=O)c1ccc(N2CCOCC2)c(NC(=O)c2cc3ccccc3oc2=O)c1 | 1% | . | 5.5% | -2% | 11% | 6.1% | 10% | 1% | 4%
CCOC(=O)C(Cc1ccccc1)(Cc1ccccc1)C(C)=O | 2% | . | -1.6% | -1% | -2% | 2.5% | . | -4% | -2%
CSCC[C@H](NC(=O)c1cccs1)C(=O)N1CCC2(CC1)NCCc1[nH]cnc12 | 18% | . | 1.2% | 2% | 9% | 1.2% | 8% | 1% | -7%
COc1cccc(-c2nc(CS(=O)(=O)CC(=O)Nc3ccccc3C)c(C)o2)c1 | 26% | . | 1.9% | 5% | 17% | 1.7% | -9% | 1% | -1%
CCCOc1ccccc1NC(=O)CC1Nc2ccccc2NC1=O (configuration not stated) | 24% | -3.8% | 4.2% | -7% | 12% | 4.0% | 6% | 8% | 2%
Cc1oc(-c2ccc(Cl)cc2)cc1C(=O)O | 8% | . | 1.2% | 1% | 4% | 0.6% | -5% | 10% | -4%
CN(C)C(=O)CSc1nc2ccccc2c(=O)[nH]1 | 3% | -4.5% | -0.1% | . | -12% | 0.4% | 9% | -5% | -5%
Cn1c(=O)[nH]c2c(nc(-c3ccc(Cl)cc3)n2C)c1=O | 22% | . | 5.4% | 6% | 4% | 0.4% | 4% | 2% | -8%
COCc1nnc(NC(=O)c2ccccc2Oc2ccccc2)s1 | 11% | -3.3% | 1.1% | 8% | -2% | 3.1% | -6% | -3% | -1%
O=C(O)c1nn(Cc2nc3ccccc3o2)c(=O)c2ccccc12 | 9% | . | 0.2% | -2% | -2% | 0.6% | 7% | 1% | -9%
O=C(CCn1c(=S)[nH]c2ccccc2c1=O)N1CCCCC1 | 3% | . | -0.1% | -2% | -42% | 2.9% | 4% | 1% | -8%

A stretch taken from the entries so far:
SMILES | Large T inhibition | XIAP displacement | HIV fusion peptide | NS5 inhibitors | AID2073 | RSV antiviral HEp-2 | MgcRacGAP inhibition | SIAH1 antagonists | LYP phosphatase | others
CCCOc1ccccc1NC(=O)CC1Nc2ccccc2NC1=O (configuration not stated) | 24% | -3.8% | 4.2% | -7% | 12% | 4.0% | 6% | 8% | 2%
Cc1oc(-c2ccc(Cl)cc2)cc1C(=O)O | 8% | . | 1.2% | 1% | 4% | 0.6% | -5% | 10% | -4%
CN(C)C(=O)CSc1nc2ccccc2c(=O)[nH]1 | 3% | -4.5% | -0.1% | . | -12% | 0.4% | 9% | -5% | -5%
Cn1c(=O)[nH]c2c(nc(-c3ccc(Cl)cc3)n2C)c1=O | 22% | . | 5.4% | 6% | 4% | 0.4% | 4% | 2% | -8%
